BioA inh: inhibitors of Mycobacterium tuberculosis BioA enzyme | purified M. tuberculosis BioA enzyme, plate reader | inhibition, % at 9.99 µM | 0.096% of 360,000 active | AID 602481; in the data active = inhibition above about 40%; inconclusive = no clear call, values can overlap the other calls
GDH-TPI counter: inhibits GDH-TPI coupling enzymes, artifact for Mtb FBA screen. GDH-TPI coupled enzyme counterscreen, NADH absorbance. 1.2% of 360,000 active. inhibition, % at 4.8 µM. AID 588335; in the data active = inhibition above about 30%;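 also: 0% = DMSO wells and 100% = wells lacking the enzyme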
BoNT F protease: blocks Botulinum neurotoxin F light chain protease; AID 588497; inhibition, % at 10 µM; 0.22% of 360,000 active; Multiplex microsphere protease cleavage assay, flow cytometry; in the data active = inhibition above about 35%, passing the limit was not always enough; inconclusive = no clear call, values can overlap the other calls; also: plate controls were buffer without enzyme for full effect and enzyme alone for no effect
BoNT A protease: BoNT A light chain protease inhibition. multiplex microsphere protease substrate cleavage, flow cytometry. 0.17% of 360,000 active. AID 588499. inhibition, % at 10 µM; also: plate controls were buffer without enzyme for full effect and enzyme alone for no effect
FadD28 binding: blocks FadD28 binding to the bisubstrate probe; fluorescence polarization; inhibition, % at 12.5 µM; 0.22% of 360,000 active; in the data active = inhibition above about 8.5%, passing the limit was not always enough; inconclusive = no clear call, values can overlap the other calls
PfHsp40 yeast: compounds rescuing yeast from Plasmodium falciparum HSP40 toxicity | S. cerevisiae expressing PfHsp40, growth rescue, ATP luminescence | growth rescue, % at 12.5 µM | 0.68% of 340,000 active | AID 504582; in the data active = growth rescue above about 28%, passing the limit was not always enough; inconclusive = no clear call, values can overlap the other calls;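 also: yeast W303a lacking pdr1 and pdr3 grown in galactose medium; growth measured after three days at 30 °C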
UGM FP inh: blocks M. tuberculosis UGM enzyme; purified UGM, fluorescence polarization probe displacement; inhibition, % at 10 µM; 0.06% of 320,000 active; AID 504406; in the data active = inhibition above about 10%, passing the limit was not always enough; inconclusive = no clear call, values can overlap the other calls
Target sequence (P9WIQ1 whole entry, looked up): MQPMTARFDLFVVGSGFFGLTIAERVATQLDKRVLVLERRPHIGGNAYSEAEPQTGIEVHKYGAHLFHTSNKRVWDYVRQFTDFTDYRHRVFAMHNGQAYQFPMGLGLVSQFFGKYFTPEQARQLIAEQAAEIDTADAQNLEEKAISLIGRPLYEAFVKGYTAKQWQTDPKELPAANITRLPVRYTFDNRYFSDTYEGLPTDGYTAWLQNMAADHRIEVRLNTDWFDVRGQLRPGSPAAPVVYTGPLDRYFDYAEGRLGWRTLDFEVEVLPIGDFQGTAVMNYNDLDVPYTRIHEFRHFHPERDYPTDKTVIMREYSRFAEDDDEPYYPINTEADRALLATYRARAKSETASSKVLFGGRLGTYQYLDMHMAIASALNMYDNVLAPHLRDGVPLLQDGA
Mtb FBA inh: inhibitors of M. tuberculosis fructose-bisphosphate aldolase; P9WQA3; purified M. tuberculosis FBA, fluorescence read-out; inhibition, % at 1 µM; 2.3% of 360,000 active; AID 588726; in the data active = inhibition above about 27%;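 also: 0% = vehicle and 100% = reference inhibitor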
Target sequence (P9WQA3 whole entry, looked up): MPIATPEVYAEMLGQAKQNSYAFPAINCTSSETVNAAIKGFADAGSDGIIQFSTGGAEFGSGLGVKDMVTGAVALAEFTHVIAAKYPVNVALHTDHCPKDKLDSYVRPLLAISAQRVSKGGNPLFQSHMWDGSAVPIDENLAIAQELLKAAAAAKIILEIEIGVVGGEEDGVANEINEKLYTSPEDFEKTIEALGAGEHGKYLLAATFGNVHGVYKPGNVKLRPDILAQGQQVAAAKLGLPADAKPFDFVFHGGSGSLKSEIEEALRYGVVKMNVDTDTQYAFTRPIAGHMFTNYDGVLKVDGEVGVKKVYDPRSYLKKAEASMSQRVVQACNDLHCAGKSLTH
Anthrax LF prot: inhibitors of Bacillus anthracis lethal factor protease. 0.12% of 360,000 active. AID 588501. inhibition, % at 10 µM. P15917. multiplex microsphere protease cleavage assay, LF; also: plate controls were buffer without enzyme for full effect and enzyme alone for no effect
Numbers without * were called inactive. Rule as the data show it, unless noted: active = inhibition above about 30%; inconclusive = no clear call, values can overlap the other calls; inactive = below that.

How did O=C(Cc1ccccc1)NN1C(=O)/C(=C/c2ccc(C(=O)O)cc2)SC1=S do in these assays?
GDH-TPI counter: 13; BoNT F protease: 6; BoNT A protease: 0.8; FadD28 binding: -0.4; PfHsp40 yeast: -1.1; UGM FP inh: 4.1; Mtb FBA inh: -2; Anthrax LF prot: -4

How did CC(C(=O)NC1CCCC1)N(C(=O)Cn1nnc(-c2ccc(F)cc2)n1)c1ccccc1F (configuration not stated) do in these assays?
BioA inh: 0.4; GDH-TPI counter: 4; BoNT F protease: 5; BoNT A protease: 0.6; FadD28 binding: -2.2; PfHsp40 yeast: -0.2; UGM FP inh: 6.1; Mtb FBA inh: 0; Anthrax LF prot: -3

Results for COc1cccc(C(O)c2nc(-c3ccc(OC)nc3)cs2)c1 (configuration not stated) ?
BioA inh: -0.9; GDH-TPI counter: 4; BoNT F protease: -6; BoNT A protease: -0.1; FadD28 binding: -0.9; Mtb FBA inh: 2; Anthrax LF prot: 13

What do the screens show for `CCOc1ccc(NC(=O)C2CCCN(S(=O)(=O)c3ccc4c(c3)CCCN4C(C)=O)C2)cc1` (configuration not stated)?
BioA inh: -0.4; GDH-TPI counter: -4; BoNT F protease: -7; BoNT A protease: -0.8; FadD28 binding: 0.3; PfHsp40 yeast: 1.1; UGM FP inh: -0.1; Mtb FBA inh: -4; Anthrax LF prot: 1

What do the screens show for `Cc1ccc(NC(=O)c2cccc3ccccc23)cc1`?
BioA inh: -0.8; GDH-TPI counter: 10; BoNT F protease: -6; BoNT A protease: -2.7; FadD28 binding: -0.7; PfHsp40 yeast: -1.5; UGM FP inh: -0.5; Mtb FBA inh: 0; Anthrax LF prot: 2

Results for O=C(OCC(=O)N1CCN(C(=O)c2ccco2)CC1)c1ccccc1C(=O)c1ccccc1 ?
BioA inh: 3.3; GDH-TPI counter: -13; BoNT F protease: -4; BoNT A protease: -0.2; FadD28 binding: -2.5; PfHsp40 yeast: 0.8; UGM FP inh: 0.5; Mtb FBA inh: -1; Anthrax LF prot: -11

Results for Cc1cccc(NC(=S)N2CCC(NC(=O)C3CCCCC3)CC2)c1 ?
BioA inh: -2.6; GDH-TPI counter: -2; BoNT F protease: 10; BoNT A protease: 1.4; FadD28 binding: 0.5; PfHsp40 yeast: 0.1; UGM FP inh: 0.8; Mtb FBA inh: 0; Anthrax LF prot: -1

Results for CC(=O)c1ccc(N2CCc3ccccc3C2)c([N+](=O)[O-])c1 ?
BioA inh: 9.3; GDH-TPI counter: 13; BoNT F protease: 0; BoNT A protease: 0.0; FadD28 binding: -4.6; PfHsp40 yeast: 0.7; UGM FP inh: -5.2; Mtb FBA inh: 2; Anthrax LF prot: -6

Results for COc1c(C)cccc1C(=O)Nc1cc(-c2nn3c(C)nnc3s2)ccc1C ?
BioA inh: -9.4; GDH-TPI counter: 15; BoNT F protease: -3; BoNT A protease: -0.9; FadD28 binding: -0.5; PfHsp40 yeast: -1.0; UGM FP inh: 1.4; Mtb FBA inh: 3; Anthrax LF prot: 1

What do the screens show for `Cc1ccc(N2C(=O)N3[C@H](c4ccc(Cl)cc4)[C@@H]4C(=O)N(C5CCCCC5)C(=O)[C@@H]4[C@]3(Cc3ccccc3)C2=O)cc1`?
BioA inh: -1.5; GDH-TPI counter: 10; BoNT F protease: 4; BoNT A protease: -0.4; FadD28 binding: -1.5; PfHsp40 yeast: 2.4; UGM FP inh: -1.7; Mtb FBA inh: -3; Anthrax LF prot: -6

Results for Cc1ccc(-c2onc3ccc(C(=O)O)cc23)cc1 ?
BioA inh: -2.6; GDH-TPI counter: 5; BoNT F protease: 14; BoNT A protease: 1.2; FadD28 binding: -9.1; PfHsp40 yeast: -1.3; UGM FP inh: 0.3; Mtb FBA inh: 0; Anthrax LF prot: -8

What do the screens show for `COc1ccccc1N1CC(C(=O)Nc2nnc(SCC(=O)N3CCCC3)s2)CC1=O` (configuration not stated)?
BioA inh: -0.3; GDH-TPI counter: 5; BoNT F protease: 3; BoNT A protease: -2.0; FadD28 binding: -0.7; PfHsp40 yeast: -0.8; UGM FP inh: 3.7; Mtb FBA inh: 1; Anthrax LF prot: -2

What do the screens show for `CCOc1ccc(CN2CCN(CCCc3ccccc3)CC2CCO)cc1` (configuration not stated)?
BioA inh: -0.6; GDH-TPI counter: 2; FadD28 binding: -1.3; PfHsp40 yeast: -0.2; UGM FP inh: 0.5; Mtb FBA inh: -1

How did COc1cccc(N2CCN(c3ccc4nnc(CCC(=O)Nc5cccc(C(C)=O)c5)n4n3)CC2)c1 do in these assays?
BioA inh: 1.1; GDH-TPI counter: -2; BoNT F protease: 4; BoNT A protease: 1.3; FadD28 binding: -4.9; PfHsp40 yeast: 0.0; UGM FP inh: -0.2; Mtb FBA inh: 0; Anthrax LF prot: -2

What do the screens show for `Cc1csc(=O)n1CC(=O)OC(C)C(=O)Nc1cccc(Cl)c1` (configuration not stated)?
BioA inh: 1.7; GDH-TPI counter: 7; BoNT F protease: 15; BoNT A protease: 2.5; FadD28 binding: -1.9; PfHsp40 yeast: 0.5; UGM FP inh: 2.9; Mtb FBA inh: 0; Anthrax LF prot: 6

Results for C/C(=N\Nc1nc2ccccc2s1)c1cccs1 ?
BioA inh: -2.1; GDH-TPI counter: 11; BoNT F protease: -8; BoNT A protease: 0.4; FadD28 binding: -1.0; PfHsp40 yeast: 0.3; UGM FP inh: 1.7; Mtb FBA inh: -4; Anthrax LF prot: -2

Results for CCOc1ccc(OCCC(=O)Nc2ccccc2C(=O)NC2CC2)cc1 ?
BioA inh: 0.7; GDH-TPI counter: 3; BoNT F protease: -2; BoNT A protease: -0.2; FadD28 binding: 0.5; Mtb FBA inh: -3; Anthrax LF prot: -10

What do the screens show for `CC1(C)CC(=O)C2=C(C1)Nc1ccccc1NC2c1ccccc1F` (configuration not stated)?
BioA inh: -1.5; GDH-TPI counter: 26; BoNT F protease: inconclusive; BoNT A protease: -3.1; FadD28 binding: -1.7; PfHsp40 yeast: 0.2; UGM FP inh: 0.2; Mtb FBA inh: 0; Anthrax LF prot: 10

How did Cc1ccc(Sc2ncccc2C(=O)NCc2cc([N+](=O)[O-])ccc2O)cc1C do in these assays?
BioA inh: -5.2; GDH-TPI counter: 2; BoNT F protease: 5; BoNT A protease: 1.4; FadD28 binding: 1.4; PfHsp40 yeast: -1.1; UGM FP inh: 1.2; Mtb FBA inh: -1; Anthrax LF prot: 1

How did C=CCC(=O)N1CCCC(CCC(=O)NCc2ccccc2F)C1 (configuration not stated) do in these assays?
GDH-TPI counter: -3; BoNT F protease: -2; BoNT A protease: -0.3; FadD28 binding: 0.3; PfHsp40 yeast: -0.4; UGM FP inh: -3.1; Mtb FBA inh: 33*; Anthrax LF prot: 1

What do the screens show for `O=C1NC(=O)C(=Cc2ccccc2Oc2ccc(F)cc2)C(=O)N1`?
GDH-TPI counter: -2; BoNT F protease: 4; BoNT A protease: 2.0; FadD28 binding: -1.0; PfHsp40 yeast: 0.1; Mtb FBA inh: 1; Anthrax LF prot: 4

Results for CCc1nc2ccc(C(=O)NCCN3CCNC3=O)cn2c1N(CC)Cc1cccc(Br)c1 ?
BioA inh: 0.5; GDH-TPI counter: 5; BoNT F protease: -2; BoNT A protease: -0.2; FadD28 binding: 1.7; Mtb FBA inh: 0; Anthrax LF prot: -8

Results for CCn1c(-c2ccc(N)cc2)nc2ccccc21 ?
BioA inh: -4.0; GDH-TPI counter: 3; BoNT F protease: 2; BoNT A protease: 0.2; FadD28 binding: 0.4; PfHsp40 yeast: 0.1; UGM FP inh: -1.1; Mtb FBA inh: 83*; Anthrax LF prot: -7

Results for CCOc1ccc(-c2cc(CCCC(=O)Nc3cccc(OC)c3)no2)cc1 ?
BioA inh: -0.6; GDH-TPI counter: 5; BoNT F protease: 0; BoNT A protease: -0.2; FadD28 binding: 1.2; PfHsp40 yeast: 0.0; UGM FP inh: -1.6; Mtb FBA inh: 1; Anthrax LF prot: -11

What do the screens show for `COc1ccc(CC(=O)Nc2ccccc2NC(=O)c2ccco2)cc1OC`?
GDH-TPI counter: 5; BoNT F protease: -1; BoNT A protease: -1.2; FadD28 binding: -0.8; PfHsp40 yeast: 0.3; UGM FP inh: 1.0; Mtb FBA inh: 0; Anthrax LF prot: -2

How did CC(Sc1nc(N)cc(=O)[nH]1)C(=O)Nc1cccc(Cl)c1 (configuration not stated) do in these assays?
GDH-TPI counter: 0; BoNT F protease: -1; BoNT A protease: 0.5; FadD28 binding: -5.9; PfHsp40 yeast: -0.4; UGM FP inh: 2.1; Mtb FBA inh: 2; Anthrax LF prot: -1

How did COc1ccccc1NC(=O)CCCN1C(=O)C(c2ccccc2)Oc2cccnc21 (configuration not stated) do in these assays?
BioA inh: 8.0; GDH-TPI counter: 6; BoNT F protease: -1; BoNT A protease: 0.8; FadD28 binding: -4.1; PfHsp40 yeast: 0.4; UGM FP inh: 0.9; Mtb FBA inh: -1; Anthrax LF prot: 0

How did Cc1cc(C(=O)NN)n[nH]1 do in these assays?
BioA inh: -1.1; GDH-TPI counter: -1; FadD28 binding: -3.8; PfHsp40 yeast: -1.1; UGM FP inh: 1.3; Mtb FBA inh: 1

Results for Cc1ccc(S(=O)(=O)NN2C(=O)c3ccccc3NC2c2ccccc2O)cc1 (configuration not stated) ?
GDH-TPI counter: -4; BoNT F protease: 2; BoNT A protease: 0.1; FadD28 binding: -1.8; PfHsp40 yeast: -1.4; UGM FP inh: -3.8; Mtb FBA inh: 4; Anthrax LF prot: -2

How did c1ccc(-n2ncc3c(N4CCCCC4)ncnc32)cc1 do in these assays?
BioA inh: 2.4; GDH-TPI counter: 1; BoNT F protease: 7; BoNT A protease: 7.6; FadD28 binding: 0.3; PfHsp40 yeast: 0.9; UGM FP inh: 3.4; Mtb FBA inh: 6; Anthrax LF prot: 15

How did CCC(C)(C)NC(=O)C(c1ccccc1Cl)N(C(=O)CCC(=O)Nc1cc(C)on1)C(C)(C)C (configuration not stated) do in these assays?
BioA inh: 0.8; GDH-TPI counter: -2; BoNT F protease: 6; BoNT A protease: -6.6; FadD28 binding: -1.0; PfHsp40 yeast: -0.2; UGM FP inh: 1.5; Mtb FBA inh: 2; Anthrax LF prot: -7

Results for CC(=O)/C(N=Nc1nc2c([nH]1)c(=O)n(C)c(=O)n2C)=C(\C)O ?
GDH-TPI counter: 3; BoNT F protease: inconclusive; BoNT A protease: inconclusive; FadD28 binding: -1.3; PfHsp40 yeast: inconclusive; UGM FP inh: -0.3; Mtb FBA inh: -1; Anthrax LF prot: -5

How did Cc1ccc(-n2ncc3c(=O)n(CC(=O)N4CCCc5ccccc54)cnc32)cc1C do in these assays?
GDH-TPI counter: -7; BoNT F protease: 3; BoNT A protease: 0.6; FadD28 binding: -2.0; PfHsp40 yeast: 0.3; Mtb FBA inh: 1; Anthrax LF prot: -2

How did O=C(Nc1ccc2c(c1)OCO2)c1cc2ncc(Br)cn2n1 do in these assays?
BioA inh: -0.3; GDH-TPI counter: 16; BoNT F protease: -10; BoNT A protease: 0.4; FadD28 binding: -0.9; PfHsp40 yeast: 0.7; Mtb FBA inh: 2; Anthrax LF prot: 0

Compound activity deposited in PubChem by several laboratories.
